Bioassay records as filed in PubChem.
IDE cell activ = human IDE activators in live cells, primary screen, fluorescence polarization, HEK cells, FAbeta-B substrate; FAbeta-B cleavage; 0% vehicle, 100% cell-free pure enzyme wells; activation, % at 5.96 µM; 340,000 compounds, 0.073% hits; AID 493087, 2011;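 active means activation above the mean of all tested compounds plus 3 SD, set per screening campaign, cut at about 17% in these data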
Target sequence (P14735 whole entry, looked up): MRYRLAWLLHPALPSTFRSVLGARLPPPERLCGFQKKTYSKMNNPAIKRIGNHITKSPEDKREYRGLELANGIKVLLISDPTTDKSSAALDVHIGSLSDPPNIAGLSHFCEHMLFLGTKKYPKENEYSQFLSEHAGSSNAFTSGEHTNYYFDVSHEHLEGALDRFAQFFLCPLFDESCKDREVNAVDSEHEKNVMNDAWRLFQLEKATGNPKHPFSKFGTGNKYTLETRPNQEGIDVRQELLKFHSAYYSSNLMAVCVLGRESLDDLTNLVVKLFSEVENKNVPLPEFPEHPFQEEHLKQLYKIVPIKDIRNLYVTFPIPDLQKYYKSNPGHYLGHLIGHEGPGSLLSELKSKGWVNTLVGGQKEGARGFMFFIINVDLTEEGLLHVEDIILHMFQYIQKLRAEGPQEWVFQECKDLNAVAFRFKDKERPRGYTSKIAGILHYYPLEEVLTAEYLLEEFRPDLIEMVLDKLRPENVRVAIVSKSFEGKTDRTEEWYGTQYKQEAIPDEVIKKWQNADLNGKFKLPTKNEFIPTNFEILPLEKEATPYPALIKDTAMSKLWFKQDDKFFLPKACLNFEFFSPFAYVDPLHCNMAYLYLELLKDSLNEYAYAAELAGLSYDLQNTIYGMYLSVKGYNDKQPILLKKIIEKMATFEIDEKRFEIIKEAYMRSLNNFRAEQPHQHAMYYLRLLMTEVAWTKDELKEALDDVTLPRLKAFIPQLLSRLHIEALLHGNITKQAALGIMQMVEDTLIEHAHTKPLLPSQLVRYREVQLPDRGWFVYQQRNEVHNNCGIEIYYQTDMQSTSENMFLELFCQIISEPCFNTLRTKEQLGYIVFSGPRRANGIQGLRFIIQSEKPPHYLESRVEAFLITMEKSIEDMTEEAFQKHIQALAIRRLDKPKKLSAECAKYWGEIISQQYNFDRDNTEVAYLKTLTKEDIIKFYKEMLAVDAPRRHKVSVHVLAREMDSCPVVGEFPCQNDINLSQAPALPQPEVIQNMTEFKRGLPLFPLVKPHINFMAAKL
An asterisk follows results filed as active. The list is partial. The share of hits here may be higher or lower than overall.

SMILES	IDE cell activ
O=C(NCC1CCCO1)c1cn(Cc2ccccc2Cl)nc1-c1ccccc1 (stereo not given)	-5.4
COc1ccc(NS(=O)(=O)N2CCCCC2)cc1	0.2
Nc1nc(SCc2ccccc2)c2ncn(C3CCCCC3)c2n1	-1.7
CC(C)C[C@@H](CN)NC(=O)c1nc[nH]c1C(=O)N[C@@H](CC(C)C)C(=O)CNC[C@H](C)NC(=O)c1nc[nH]c1C(=O)N[C@@H](C)C(=O)O	2.3
O=C(Cc1ccc(NC(=O)C2CCN(C(=O)C3CCCC3)CC2)cc1)Nc1cccc(C(=O)N2CCCCC2)c1	0.2
CCC1(c2ccccc2)NC(=O)N(CC(=O)NNC(=O)c2ccc(F)cc2)C1=O (stereo not given)	3.4
O=C(/C=C/c1ccccc1)CC(=O)c1ccccc1	1.8
COc1ccc(NC(=O)CN(C)CC(=O)N2CCCCCC2)cc1	3.9
CCOc1ccc(NC(=O)c2ccc(NC(=O)c3ccccc3Br)cc2)cc1	1.4
C=CCSc1nc2sc3c(c2c(=O)[nH]1)CC(C)(C)OC3	4.0
O=C(CSc1n[nH]c(=O)n1C1CC1)Nc1ccc(F)c([N+](=O)[O-])c1	3.4
CC(=O)Nc1ccc(Nc2nc3ccccc3nc2NS(=O)(=O)c2ccc(Cl)c([N+](=O)[O-])c2)cc1	2.5
Cc1ccccc1Oc1ccc2c(c1)[C@@H]1C[C@H](N(C)C(=O)Nc3cc(Cl)cc(Cl)c3)[C@H]([C@H](C)O)C(=O)N1CC2	-1.0
CCn1c2ccccc2c2nnc(SCN3C(=O)c4ccccc4C3=O)nc21	5.8
O=C1NC[C@H](Cc2ccccc2)N(C[C@H]2CCCN2C[C@H](Cc2ccccc2)N2C[C@H](Cc3ccccc3)N(CCc3ccccc3)C(=O)C2=O)C1=O	-4.3
O=C(Cn1cnc2c(NCc3ccccc3)ncnc21)NCc1ccc2c(c1)OCO2	6.2
COc1ccc(/C=C/C(=O)N(CCC(N)=O)c2ccccc2)cc1S(=O)(=O)N1CCOCC1	-3.1
CN(CCc1ccccc1)C(=O)c1ccc(NC(=O)Cc2ccc(NC(=O)C3CCN(C(=O)C4CCCCC4)CC3)cc2)cc1	-2.5
CCC(=O)OC1(C(C)=O)CCC2C3CCC4=CC(=O)CCC4(C)C3CCC21C (stereo not given)	-4.8
Cn1cnc([N+](=O)[O-])c1S(=O)(=O)Oc1cccc2ccccc12	-6.4
CC(C)c1ccc(C=NNc2ccc([N+](=O)[O-])cn2)cc1	6.1
Cc1ccc(CNCCCn2cnc3c(OCc4ccccc4)ncnc32)o1	-5.2
N#CCc1ccnc2ccccc12	-5.1
CCC(C)[C@H](NS(=O)(=O)c1ccc(F)cc1Br)C(=O)OC (stereo not given in full)	6.0
COc1ccccc1N1CCN(CCCCN2C(=O)C3CCCN3C2=O)CC1 (stereo not given)	-6.4
Clc1ccc(CSc2ncnc3c2ncn3C2CCCCO2)cc1 (stereo not given)	-1.5
O=C(CNc1ccccc1N1CCCC1=O)Nc1cc(C(F)(F)F)ccc1-n1cncn1	1.6
COc1ccc(C(=O)OCC(=O)Nc2cccc(S(=O)(=O)N3CCCCCC3)c2)cc1[N+](=O)[O-]	-2.6
Cc1ccc(-c2nnn(CC(=O)NC(=O)NC3CCCCC3)n2)cc1	4.2
O=S1(=O)c2c(Oc3cccc4ccccc34)cccc2OC(COCc2ccccc2)CN1C1CCCC1 (stereo not given)	5.5
CSc1ccccc1NC(=O)COC(=O)CCCOc1ccc(C)cc1	2.4
CC/C(=C\c1ccc(Cl)cc1)c1ccncc1	-1.3
CC1=NN(c2ccccc2)C(c2ccco2)C1 (stereo not given)	5.0
CNC(=S)NN=C(C)c1ccc(OC)cc1O	-0.5
O=C(C(=NNc1ccccc1)c1ccccc1)c1ccccc1	0.8
Cc1ccc(NCC(=O)N2CCN(S(=O)(=O)c3ccccc3)CC2)cc1F	0.6
Cc1ccc2c(O)c(Cc3ccccc3)c(=O)[nH]c2n1	5.4
CC(C)C[C@H]1CN([C@@H](Cc2ccc(O)cc2)CN2CCC[C@@H]2CN2C(=O)C(=O)NC[C@@H]2Cc2ccccc2)C(=O)C(=O)N1CC1CCCCCC1	0.8
O=C(CCN1CCN(c2ccccc2)CC1)NNC(=O)Cc1c(F)cccc1Cl	4.3
COc1ccccc1-c1sc2ccccc2c1-c1ccc(OCCN2CCCCC2)cc1	5.2

Overlap with the part before: 4 compounds, followed by the next part.
SMILES	IDE cell activ
Cc1ccc2c(O)c(Cc3ccccc3)c(=O)[nH]c2n1	5.4
CC(C)C[C@H]1CN([C@@H](Cc2ccc(O)cc2)CN2CCC[C@@H]2CN2C(=O)C(=O)NC[C@@H]2Cc2ccccc2)C(=O)C(=O)N1CC1CCCCCC1	0.8
O=C(CCN1CCN(c2ccccc2)CC1)NNC(=O)Cc1c(F)cccc1Cl	4.3
COc1ccccc1-c1sc2ccccc2c1-c1ccc(OCCN2CCCCC2)cc1	5.2
COc1cc(C(=O)C(=O)c2ccc(OC)c(OC)c2)ccc1O	3.5
CC(=O)Nc1cc(NC(C)=O)cc(C(=O)NCC2(N3CCOCC3)CCCCC2)c1	5.5
COc1cccc(CNCc2cccc(OC)c2O)c1O	6.2
O=C1[C@H](Oc2ccccc2)[C@@H](c2ccccc2)N1c1ccncc1	4.5
COc1cc(OC)cc(C(=O)N2CCN(C3CCC(C)CC3)CC2)c1 (stereo not given)	3.8
Cc1cccc(C)c1-n1nnnc1SCC(=O)N1CCNC1=O	-2.3
O=C(CN1CCN(S(=O)(=O)c2ccc(Br)s2)CC1)NC1CCCCC1	2.6
Cc1c(NC(=O)CSc2nnc(C(C)N(C)C)n2-c2ccccc2)c(=O)n(-c2ccccc2)n1C (stereo not given)	3.9
CC(C)(C)C1CCC(CN2CCC(CN3C(=O)C(=O)NC[C@@H]3Cc3ccccc3)CC2)CC1 (stereo not given in full)	3.7
CC(C)CC1NC(=O)N(CC(=O)NC2CCCCC2)C1=O (stereo not given)	-1.8
CC(=NNc1nc2ccccc2o1)c1ncccn1	-6.0
O=C(C[C@H]1C[C@H](C(=O)N2CCOCC2)[C@@]2(CCC3CCCC3)c3[nH]c4cc(-c5ccco5)ccc4c3CCN2C1=O)NCCc1ccccn1	6.7
O=C(NN=Cc1ccc([N+](=O)[O-])cc1)c1ccncc1	0.8
O=C1c2cc([N+](=O)[O-])ccc2-c2cc(Br)c(N=C(NO)C(F)(F)F)cc21	3.8
COc1ccc(C)cc1NC(=O)C(c1ccccc1)N1CCN(CC(=O)N2CCCC2)CC1 (stereo not given)	2.1
CC(C)NC(=O)c1cccc(NC(=O)CC2SC(N3CCCCC3)=NC2=O)c1 (stereo not given)	-0.6
COc1ccc2c(c1)/C(=C\c1cccc(/C=C3/C(=O)Nc4ccc(OC)cc43)n1)C(=O)N2	0.7
COC(=O)[C@@]1(Cc2ccccc2)[C@H]2C(=O)N(Cc3ccccc3)C(=O)[C@H]2[C@H]2CN=C(SCC3CC3)N21	0.2
Cc1cccc(NS(=O)(=O)c2ccc(C)c(C(=O)NCC(c3cccs3)N3CCOCC3)c2)c1 (stereo not given)	1.6
COCCn1c(SCC(=O)NCCCN2CCCC2=O)nc2sc3c(c2c1=O)CCCC3	2.9
CC(=O)c1c(C)[nH]c(C(=O)CSc2nnc(NC3CC3)s2)c1C	-2.3
Cc1ccc(SC2=C(N(C)C)C(=O)c3ccccc3C2=O)cc1	-0.5
CCCN(CC(=O)Nc1ccccc1C)C(=O)C1CC(=O)N(c2ccccc2OCC)C1 (stereo not given)	3.7
CC1CCc2[nH]c3ccc(C(=O)NCC4CCCO4)cc3c2C1 (stereo not given)	-1.6
O=C(O)C1C2OC3C(OC(=O)C31)C2Br (stereo not given)	-4.2
O=C1NC(=O)C2(CCCCC2)N1	2.7
CC(=O)Nc1cccc(C(=O)OCC(=O)N(c2ccccc2)C2CCS(=O)(=O)C2)c1 (stereo not given)	6.6
CC(C)[C@H](NS(=O)(=O)c1ccccc1)C(=O)OCc1cc([N+](=O)[O-])cc2c1OCOC2	-6.1
CC(C)OC(=O)c1ccc(NCc2cc(O)ccc2O)cc1Cl	-9.9
Cn1ncc2c(NCCc3ccccc3)nc(Cl)nc21	-3.2
CC(=O)Nc1ccc(OCc2ccccc2)cc1[N+](=O)[O-]	-0.1
CC(C)n1nc(C(=O)OCC(=O)NCCc2ccc(S(N)(=O)=O)cc2)c2ccccc2c1=O	0.4
c1ccc(CC(Cc2ccccc2)c2ccccn2)cc1	2.4
CC(C(=O)Nc1ccc2c(c1)OCCO2)N(C)CC(=O)Nc1ccccc1Br (stereo not given)	4.1
O=C(O)C1OCC2(CO1)COC(C(=O)O)OC2 (stereo not given)	2.8
NC(=O)c1cnccc1C=Cc1ccccc1	4.0
CCOC(=O)C(=O)Cc1nc(OCc2ccccc2)cc(OCc2ccccc2)n1	5.0
COCCCn1c(=O)/c(=C/c2ccccc2OC(F)F)s/c1=C(\C#N)C(=O)NCCOC	7.5
O=C(NC1CCCCCC1)c1ccc([N+](=O)[O-])s1	0.4
Cc1nc(SCC(=O)Nc2c(C)n(C)n(-c3ccccc3)c2=O)c2cnn(-c3ccccc3)c2n1	2.8

Three entries already listed, arranged by count of non-hydrogen atoms, falling.
SMILES	IDE cell activ
COC(=O)[C@@]1(Cc2ccccc2)[C@H]2C(=O)N(Cc3ccccc3)C(=O)[C@H]2[C@H]2CN=C(SCC3CC3)N21	0.2
Cc1cccc(NS(=O)(=O)c2ccc(C)c(C(=O)NCC(c3cccs3)N3CCOCC3)c2)c1 (stereo not given)	1.6
O=C(CCN1CCN(c2ccccc2)CC1)NNC(=O)Cc1c(F)cccc1Cl	4.3

(listing goes on)
SMILES	IDE cell activ
COc1ccccc1N(C)S(=O)(=O)c1ccc(C(=O)NCc2ccccc2CN2CCCC2)cc1	2.9
O=C(CCc1ccccc1)NC1CCS(=O)(=O)C1 (stereo not given)	4.6
c1ccc(CN2CCC(CNc3ncnc4ccccc34)C2)cc1 (stereo not given)	-4.1
Cc1cc(NCCCCCCCNc2cc(C)nc3cc([N+](=O)[O-])ccc23)c2ccc([N+](=O)[O-])cc2n1	-8.1
O=C1CC[C@@]23CCCN2C(=O)CCCC3C1 (stereo not given in full)	3.5
COC(=O)C1CC2=C(CC(C)(C)CC2=O)N(c2ccccc2)C1=O (stereo not given)	1.6
COc1cccc2oc(CCc3ccccc3)cc(=O)c12	2.5
CC[C@H](C)[C@H]1CNC(=O)C(=O)N1CC1CCN(CC2CCC(C)CC2)CC1 (stereo not given in full)	3.0
CCOC(=O)C1=C(COC(=O)CCS(=O)(=O)c2ccc(C)cc2)NC(=O)NC1C (stereo not given)	1.2
Cn1c(=O)c2[nH]c(Cc3cccc(O)c3)nc2n(C)c1=O	1.1
CN(C(=O)c1cccc(NC(=O)Cc2ccc(NC(=O)C3CCCN(C(=O)C4CCC4)C3)cc2)c1)C1CCCCC1 (stereo not given)	-0.2
C[C@@H]1ON(C)[C@H]2C[C@H]3c4cc(N5CCN(C)CC5)ccc4CCN3C(=O)[C@@H]12	1.8
Cc1cn([C@H]2C[C@H](O)[C@@H](CCC(=O)NCCc3c[nH]c4ccccc34)O2)c(=O)[nH]c1=O	3.3
CC(=O)Oc1cc(C(=O)OCC(=O)NC23CC4CC(CC(C4)C2)C3)cc(OC(C)=O)c1OC(C)=O	0.4
CCOC(=O)N1CCN(CC(=O)NC(=O)Nc2ccc3c(c2)OCCO3)CC1	3.0
CN(C)CCC(C(=O)c1ccccc1)c1ccccn1 (stereo not given)	3.4
CC1CC(C)CN(c2nc3c(c(=O)n(C)c(=O)n3C)n2CCSc2nc3ccccc3o2)C1 (stereo not given)	1.8
O=C(Nc1cc(S(=O)(=O)N2CCCCC2)ccc1N1CCOCC1)c1ccc(F)cc1	-5.8
CCN1C[C@@H]2[C@@H]3C(=O)N(Cc4ccccc4)C(=O)[C@@H]3[C@](Cc3ccccc3)(C(=O)OC)N2C1=NC	2.1
CC(=O)OCC(=O)C1(O)CCC2C3CC(F)C4=CC(=O)CCC4(C)C3C(=O)CC21C (stereo not given)	4.0

As entered above.
`CN(C)CCC(C(=O)c1ccccc1)c1ccccn1` (stereo not given) in IDE cell activ = 3.4
`C[C@@H]1ON(C)[C@H]2C[C@H]3c4cc(N5CCN(C)CC5)ccc4CCN3C(=O)[C@@H]12` in IDE cell activ = 1.8
`Cc1cn([C@H]2C[C@H](O)[C@@H](CCC(=O)NCCc3c[nH]c4ccccc34)O2)c(=O)[nH]c1=O` in IDE cell activ = 3.3

Carrying on.
SMILES	IDE cell activ
CCCCCCCCNCCS(=O)(=O)NCc1ccccc1OC	0.8
CC(C)N(C(=O)[C@H]1C[C@H](CC(=O)NCc2ccco2)C(=O)N2CCc3c([nH]c4cc(-c5ccco5)ccc34)[C@]12C)C(C)C	6.2
O=C(CCNC(=O)c1ccco1)NNC(=O)c1ccc(Br)cc1	4.0
O=c1[nH]cc(NCc2ccccc2)c(=O)[nH]1	5.8
COc1cc2sc(-c3ccccc3OC)c(-c3ccc(OCCN4CCOCC4)cc3)c2cc1OC	4.4
NS(=O)(=O)c1ccc(NC(=O)CN2CCN(S(=O)(=O)c3cccs3)CC2)cc1	1.8
Cn1c(=O)c2[nH]c(NN=Cc3cccc(Br)c3)nc2n(C)c1=O	-1.9
CCN1C[C@@H]2[C@@H]3C(=O)N(C)C(=O)[C@@H]3[C@](Cc3ccccc3)(C1=O)N2C(=O)c1ccc(C)cc1	-1.5
Cc1ccc(NC2(C#N)CCCC2)cc1	4.2
CN(C1CCCCC1)S(=O)(=O)c1ccc2c(c1)CCC(=O)N2	3.0
COc1ccc(S(=O)(=O)N2CCCCC2)cc1NC(=O)CCc1cc(OC)c(OC)c(OC)c1	4.1
C(=NOCCc1ccccc1)c1ccncc1	7.2
Cc1ccc(C(=O)NCC(=O)NCC(c2ccco2)N2CCCCC2)cc1C (stereo not given)	6.3
CC1(c2ccc3c(c2)OCO3)NC(=O)N(CC(=O)Nc2ccccc2)C1=O (stereo not given)	3.3
